# Assay outcomes (PubChem)
# CXCR6 block: blocks human CXCR6 beta-arrestin recruitment; CHO-K1 PathHunter CXCR6 beta-arrestin, luminescence; inhibition, % at 20 µM; 0.36% of 360,000 active; O00574; in the data active = inhibition above about 34%, passing the limit was not always enough;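 note: antagonist mode with CXCL16 agonist at 10 nM final; 0% = 10 nM CXCL16 with DMSO and 100% = unstimulated wells without agonist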
# Target sequence (O00574 whole entry, looked up): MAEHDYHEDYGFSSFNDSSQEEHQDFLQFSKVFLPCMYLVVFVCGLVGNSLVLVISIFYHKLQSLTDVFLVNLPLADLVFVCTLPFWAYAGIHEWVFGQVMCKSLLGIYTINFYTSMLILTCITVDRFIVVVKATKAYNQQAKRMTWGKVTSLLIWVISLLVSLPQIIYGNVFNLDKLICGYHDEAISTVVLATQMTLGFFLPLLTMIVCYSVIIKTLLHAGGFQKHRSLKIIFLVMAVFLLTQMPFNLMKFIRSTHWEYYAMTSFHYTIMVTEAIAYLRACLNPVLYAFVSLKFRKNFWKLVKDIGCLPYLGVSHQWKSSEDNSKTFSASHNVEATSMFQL
# The depositor's hits bear a star.
mol | CXCR6 block
C#CCN(C[C@@H]1[C@@H](OC(=O)NC2CC2)[C@@H](OC(=O)NC2CC2)CN(C(=O)OC(C)C)N1C(=O)OC(C)C)S(=O)(=O)c1ccc(C)cc1 | 20.8
COc1ccc(CN2CCC[C@]3(N[C@H](c4ccc(OC)cc4)[C@@H]4C(=O)N(Cc5ccccc5)C(=O)[C@@H]43)C2=O)cc1 | 2.9
CC1(C)CCC(=O)c2ccccc21 | -6.1
COc1cccc(CN2CCC2(C)C(=O)Nc2ccc(C)c(O)c2)c1F (stereo unspecified) | -8.2
COc1ccc(-c2cc(NC(C)=O)c3ncc(-c4cccc(C(C)=O)c4)n3c2)cc1OC | 5.1
CCOC(=O)C1(C)CCCN(C(=O)c2ccccc2OC(F)(F)F)C1 (stereo unspecified) | 5.3
Cn1c(=O)c2[nH]c(CCCCCCCc3nc4ccccc4[nH]3)nc2n(C)c1=O | -13.6
CCOc1ccc(-n2c(COc3ccc(C)cc3)nnc2SCC(N)=O)cc1 | -3.5
Cc1ccc(NC(=O)CNC2CCS(=O)(=O)C2)cc1C (stereo unspecified) | -7.6
CCN(CC)C(=O)C1=C(C)N(Cc2ccccc2)C(=O)C(CC(=O)NC2CCCC2)C1 (stereo unspecified) | -7.6
COc1ccc2c(c1)CO[C@]21O[C@H](CCO)C[C@H](O)[C@H]1O | -8.3
COc1cc(OC)cc(C2=Cc3ccc(OC)cc3C(CC(C)=O)N2c2ccc(C#CC3(N)CCCCC3)cc2)c1 (stereo unspecified) | -2.0
NC(=Nc1nc(-c2ccccn2)cc2ccccc12)c1ccccn1 | 2.6
COc1ccc(-c2cc(CNc3nc(NC(C)C)nc4cc(-c5ccccc5)sc34)on2)cc1 | 11.6
CN1CCN(c2ccc(CNC(=O)C3Cc4c(-c5ccc(Cl)cc5)ccnc4O3)cc2)CC1 (stereo unspecified) | 5.8
CC(=O)Nc1cc(-c2ccc(CO)cc2)cn2c(-c3ccc(F)c(Cl)c3)cnc12 | -3.6
COc1ccc(C(=O)OCc2ccccc2C#N)cc1S(=O)(=O)N1CCOCC1 | -6.2
O=c1cc(-c2ccccc2)c2c([nH]1)CCCC2 | -8.1
CCCN(CC(=O)Nc1ccccc1C)C(=O)Cc1c[nH]c2ccccc12 | 1.9
CC(=O)Nc1ccc(CNc2nc3cc(-c4ccsc4)sc3c(=O)n2C)cc1 | 0.0
CCCCn1c(SCCN2CCCCC2)nc2c1c(=O)n(C)c(=O)n2C | 2.4
Cc1ccccc1-c1cc2nc(NCc3ccc(N(C)C)cc3)n(C)c(=O)c2s1 | 5.4
COc1ccc(NC(=O)C[C@H]2C(=O)N(Cc3cccnc3)C[C@@H]2Cc2ccccc2)cc1 | -0.2
CCCC(=O)N1CCN(c2ccc(NC(=O)c3ccc([N+](=O)[O-])o3)cc2)CC1 | -6.9
CCN(CC)c1ccc(/C=C2/C(=O)c3ccc(C(=O)O)cc3C2=O)cc1 | 55.5*
CCCNC(=O)C1(C)CCCN(C(=O)c2ccc(F)cc2Cl)C1 (stereo unspecified) | -0.5
O=[N+]([O-])c1cc(S(=O)(=O)N2CCCCCC2)ccc1F | -9.7
COc1cc[n+]([O-])cc1[N+](=O)[O-] | -5.5
CCC(=O)Oc1ccc(NC(=O)c2ccc(S(=O)(=O)N3CCCC3)cc2)cc1 | 3.1
COc1ccc(CN2C(=O)C(CC(=O)NCc3cccc4ccccc34)CC(C(=O)N(C)C)=C2C)cc1 (stereo unspecified) | -3.4
O=C1C2C3C=CC(C3)C2S(=O)(=O)C2C3C=CC(C3)C12 (stereo unspecified) | -4.1
C[C@H]1COc2cccc(N3CCSCC3)c2S(=O)(=O)N1 | 0.6
CC1(C)OC2CC3C4CCC5=CC(=O)C=CC5(C)C4(F)C(O)CC3(C)C2(C(=O)CO)O1 (stereo unspecified) | -8.7
Nc1nc(-c2ccco2)nn1C(=O)c1ccc(F)cc1 | 2.4
O=C(Nc1nnc([C@@H]2C[C@H](O)[C@@H](CO)O2)s1)Nc1cccc2ccccc12 | -3.2
COc1ccc(/C=C2\C(=O)NC(=S)N2C(=O)c2ccc(F)cc2)cc1 | -3.1
COc1ccc(NC(=O)CCCNC(=O)c2ccc(Cl)cc2)cc1S(=O)(=O)N1CCOCC1 | -13.6
CC(C)CN1CCC(=O)NC1=S | -2.1
CCCNC(=O)C1(C)CCCN(C(=O)c2cccc(OC(C)=O)c2C)C1 (stereo unspecified) | 1.2
CCCNC(=O)C1(C)CCCN(Cc2ccc(C(F)(F)F)cc2)C1 (stereo unspecified) | -4.8
COc1ccc(-c2ccc(CN3C(C)C(=O)N(Cc4cn(CCC5OCCO5)nn4)CCS3(=O)=O)cc2)cn1 (stereo unspecified) | -6.2
Cc1[nH]c2ccccc2c1C(=O)C(=O)NCc1nnnn1-c1cccc(F)c1 | -3.8
S=c1nc[nH]c2c1ncn2-c1ccc(Cl)cc1 | 0.2
CCCN(CCC)Cc1cc(=O)oc2ccc3ccccc3c12 | 3.6
CC(Cc1ccccc1)NC(=O)CCNNC(=O)c1ccncc1 (stereo unspecified) | 0.8
Cc1cc2nc(C3CCCCC3)c(Cc3ccccc3)n2c(C)c1Br | -2.8
COc1cc2ccc(NC(C)=O)cc2cc1OC | -8.1
N#CCCC1(CCC#N)c2ccccc2C(=O)c2ccccc21 | -6.7
CC(=O)Nc1cc(-c2cccc(F)c2)cn2c(-c3ccccc3)cnc12 | 6.7
CC(C)NC(=O)c1cc(C2CCCCN2C(=O)c2cc(C(C)(C)C)nn2C)on1 (stereo unspecified) | -9.4
CCOC(=O)[C@]12CCC=C1N(Cc1ccc(Cl)cc1Cl)C(=O)[C@H](CC(=O)NCc1cccc(C(F)(F)F)c1)C2 | 0.6
CCc1nc2ccc(C(=O)N(C)Cc3ccco3)cn2c1N(C)CCCc1ccccc1 | 10.8
Cc1ccccc1S(=O)(=O)NC(=O)C1(C)CCN1C(=O)CCc1cccs1 (stereo unspecified) | 2.1
COCCNc1nc(NCc2cc(-c3ccc(OC)cc3)no2)c2sccc2n1 | 11.8
COc1ccc(OC)c(-c2cc(C(=O)O)c3cc4ccccc4cc3n2)c1 | -5.8
CCOc1cccc(-c2cc(N3CCN(CCO)CC3)n3nccc3n2)c1 | 1.1
CCOC(=O)Cc1cc(-c2ccc(F)cc2)nc2ccc3ccccc3c12 | 0.5
Cc1cn([C@H]2C[C@H](O)[C@@H](CNC(=O)[C@H](N)Cc3cccnc3)O2)c(=O)[nH]c1=O | -5.3
Cc1cc(C)cc(N(CC(=O)NC2CCCCC2)C(=O)CCC(=O)Nc2cc(C)ccn2)c1 | 3.4
CN(C(=O)c1cccc(NC(=O)Cc2cccc(NC(=O)C3CCCN(C(=O)c4ccccc4)C3)c2)c1)C1CCC1 (stereo unspecified) | -10.4

# Further records.
mol | CXCR6 block
CC(C)c1ccc(C(=O)N2CCCC(c3cc(C(=O)Nc4ccc5c(c4)OCO5)no3)C2)cc1 (stereo unspecified) | -0.2
O=C(Cc1cccc(NC(=O)C2CCCN(C(=O)CCc3ccccc3)C2)c1)Nc1ccc(C(=O)N2CCOCC2)cc1 (stereo unspecified) | -8.4
Cc1ccc(S(=O)(=O)CCC(=O)OCC(=O)NCc2ccc(F)cc2)cc1 | 5.5
CC(=O)N1CCCC(c2cc(C(=O)Nc3ccccc3)no2)C1 (stereo unspecified) | 2.7
CC(OC(=O)[C@@H](NS(=O)(=O)c1ccccc1)C(C)C)C(=O)c1c(N)n(C)c(=O)n(C)c1=O (stereo partly specified) | -1.8
COc1ccc(Nc2c[nH]c(=O)[nH]c2=O)cc1 | -2.5
O=C(Nc1ccc(Cl)cc1)C1Cc2c(-c3cccc(F)c3)ccnc2O1 (stereo unspecified) | -3.3
Cc1cccc(C)c1-n1nnnc1C1(C)CCC(=O)N1Cc1ccc(F)cc1 (stereo unspecified) | 2.1
Cc1ccc(S(=O)(=O)Nc2c(C)n(C)n(-c3ccccc3)c2=O)cc1C(=O)OC(C)C(=O)c1ccccc1 (stereo unspecified) | 3.8
O=C(NCc1ccccc1F)Nc1nnc([C@H]2C[C@H](O)[C@@H](CO)O2)s1 | 7.3
COc1ccc(C(=O)Nc2cccc(C(=O)Nc3cc(C)ccn3)c2)cc1 | -4.4
COc1ccc(Cn2cc(CN3CC(N4CCN(Cc5ccccc5F)CC4)CS3(=O)=O)nn2)cc1 (stereo unspecified) | -5.7
NC(=O)NC(CC(=O)OCC(=O)Nc1nnc(-c2ccccc2)o1)c1ccc(Cl)cc1 (stereo unspecified) | -7.1
Cc1cc2c(=O)oc(-c3ccccc3Br)nc2s1 | 9.4
CCOc1ccc(NC(=S)N2CCC(C(=O)c3ccc(F)cc3)CC2)cc1 | -14.6
COc1cccc(NC(=O)N2CCc3nc(NCc4cccc(Oc5ccccc5)c4)ncc3C2)c1 | -6.1
O=C1C(O)CCN1Cc1ccccc1 (stereo unspecified) | 7.1
COC[C@H]1CCCN1c1ccc2c(c1)O[C@@H](COCc1ccccc1)CN([C@H](C)c1ccccc1)S2(=O)=O | 7.7
COc1cc(OC)c(OC)cc1/C=N/Nc1ccc(Cl)nn1 | -1.7
CCOc1ccc(CN(C)Cc2cc(=O)oc3c(C)c(C)ccc23)cc1OC | 3.9
c1ccc(COc2cccc(-c3cc4nc(NCc5cccs5)ccn4n3)c2)cc1 | 1.4
c1ccc(N=Nc2ccc(C3=NCCO3)cc2)cc1 | 35.3
CCc1nc2ccc(C(=O)NC3CCN(Cc4ccccc4)CC3)cn2c1N(CC)Cc1cccc(Br)c1 | 12.6
CC(C)Cc1ccc(-c2cc3nc(NCCc4ccc(S(N)(=O)=O)cc4)ccn3n2)cc1 | -7.7
COc1cc(C)ccc1S(=O)(=O)NC(=O)Cn1nnc(COc2ccc3c(c2)CCCC3)c1C | 0.7
COc1ccc(C(=O)n2ncc(C#N)c2N)cc1 | 5.1
O=C1CSC(=S)N1N=Cc1ccccc1O | 1.4
S=C(NC1CCCCC1)NN1CCCCCC1 | 6.9
COC(=O)c1ccc(N=c2sc(C(=O)OC)cc(=O)n2C)cc1 | 2.7
C[C@H]([C@@H](O)[C@@H](O)[C@@H](C)C(C)(C)C)[C@H]1CC[C@H]2C3CC[C@H]4C[C@H](OS(=O)(=O)O)[C@@H](OS(=O)(=O)O)C[C@]4(C)[C@H]3CC[C@]12C (stereo partly specified) | -3.1
COC(=O)[C@]12CCCCC=C1N(Cc1ccc(Cl)cc1Cl)C(=O)[C@H](CC(=O)N1CCOCC1)C2 | -2.0
CC[C@@H]1Cc2[nH][nH]c(=O)c2[C@@H](c2ccc(Cl)cc2)O1 | -7.1
C[C@@H]1CN(S(=O)(=O)C(C)(C)C)[C@H](CCO)/C1=C\c1ccccc1 | 2.1
COc1ccc(NC(=O)Nc2ccc(OCc3ccccc3)cc2)cn1 | -10.1
COCOc1ccc(-c2ncc(OC)nc2NC(=O)c2ccsc2)cc1 | 2.3
Nc1[nH]c(C(=O)c2ccccc2)c(-c2ccc(Br)cc2)c1C(=O)NC1CC1 | 3.6
COc1ccc(CN2C(=O)C(CC(=O)NCCN3CCOCC3)CC(C(=O)N(C(C)C)C(C)C)=C2C)cc1 (stereo unspecified) | 5.5
O=c1c2ccccc2nc(CSc2nnnn2-c2ccccc2)n1-c1ccccc1 | -5.0
CCc1nc2ccc(C(=O)NCCc3c[nH]c4ccccc34)cn2c1N(C)CCCc1ccccc1 | 7.9
O=C(COc1ccccc1)NCc1ccco1 | -4.7

# 4 entries from above in a different format.
> O=C1CSC(=S)N1N=Cc1ccccc1O
- CXCR6 block: 1.4
> S=C(NC1CCCCC1)NN1CCCCCC1
- CXCR6 block: 6.9
> COC(=O)c1ccc(N=c2sc(C(=O)OC)cc(=O)n2C)cc1
- CXCR6 block: 2.7
> C[C@H]([C@@H](O)[C@@H](O)[C@@H](C)C(C)(C)C)[C@H]1CC[C@H]2C3CC[C@H]4C[C@H](OS(=O)(=O)O)[C@@H](OS(=O)(=O)O)C[C@]4(C)[C@H]3CC[C@]12C (stereo partly specified)
- CXCR6 block: -3.1

# Carrying on.
mol | CXCR6 block
CCCS(=O)(=O)NC(=O)C1(C)CCN(C(=O)c2c(-c3ccccc3)noc2C)C1 (stereo unspecified) | 7.5
Cn1ccc2c(N3CCOCC3)cc3c(c21)C1CCC3O1 (stereo unspecified) | -3.0
CC1(C(=O)Nc2ccccc2F)CCN1C(=O)Cc1ccc(-c2ccccc2)cc1 (stereo unspecified) | 6.0
COCCNC(=O)C1(C)CCCN(C(=O)c2cc(OC)c(OC)c(OC)c2)C1 (stereo unspecified) | -11.9
COc1cc(OC)c(OC)cc1/C=C/c1ccnc2ccccc12 | -6.9
CCOC(=O)C1(CCCc2ccccc2)CCN(C(=O)c2n[nH]c(CC)c2C)CC1 | -6.2
COc1ccc(-c2cc3c(c4c2ccn4C)C2CCC3C2)cc1F (stereo unspecified) | 1.0
COc1ccc(OC)c(S(=O)(=O)NC(=O)C2(C)CCN2C(=O)Cc2ccccc2Cl)c1 (stereo unspecified) | -6.6
O=C(CN1CCNCC1)N1CCOCC1 | -2.9
O=C(CNC(=O)N1CC(=O)Nc2ccccc21)NCCCc1ccccc1 | 0.6
CCCCCCCCN1C(=O)[C@H](CC(=O)NCc2ccccc2)C[C@@]2(C(=O)OC)CCCCC=C12 | 14.5
COc1ccc(C(=O)NCC(c2ccco2)N2CCc3ccccc3C2)c(OC)c1 (stereo unspecified) | 1.4
CC(C)CC1C(=O)N(Cc2cn(CC3CCCCC3)nn2)CCS(=O)(=O)N1Cc1ccc(-c2ccc(Cl)c(Cl)c2)cc1 (stereo unspecified) | 103.7*
NC(=O)C1(N2CCCCC2)CCN(C(=O)c2cc(COc3c(F)cccc3F)on2)CC1 | 5.7
O=C1NC[C@@H](CCCCN2C[C@H](Cc3ccccc3)N(CCC3CCCCC3)C(=O)C2=O)N(CCc2ccc(O)cc2)C1=O | 12.3
CCCCCCN1C[C@H](O)[C@@H](n2cc(-c3ccc(F)cc3)nn2)C[C@@H]1c1ccc(Cl)cc1 | -5.5
CC(C)(C)S(=O)N1Cc2cc(C(=O)NCc3ccc4c(c3)OCO4)nc(-c3cccc(-c4ccccc4)c3)c2[C@@H]1CCO (stereo partly specified) | 3.9

# A portion of the library; rates above refer to the full screens.
